SR-BI DiI-HDL act: SR-BI HDL lipid transfer activation; CHO ldlA[mSR-BI] cells, DiI-HDL uptake fluorescence, 3 h; 100 = double the neutral-control signal; activation, % at 12.5 µM; 320,000 tested, 0.096% active; AID 504775;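 active means mean replicate activation of at least 60% and every replicate at or above 60%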;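 further: 0% = median plate neutral-control signal and 100% = twice that signal; values of inactives mirror those of a sister screen read the other way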
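System: LDL receptor-deficient CHO ldlA cells overexpressing murine SR-BI | Timing: 3 h uptake period with compound, 37 °C | Medium: HEPES-buffered (25 mM, pH 7.4) F12 plus 0.5% BSA | Dosing: Single-point compound dose | Signal: Bottom-read fluorescence, 550/595 nm | Read-out: Retained DiI signal reflecting DiI-HDL uptake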
NSD2 HMT inh: NSD2 (human) methyltransferase inhibition. O96028. NSD2 peptide methylation, AlphaScreen, 120 min. inhibition, % at 12.5 µM. 310,000 tested, 0.54% active; in the data active means inhibition above about 50%
PKA-R2B act: activators of human PKA-R2B complex. P22694+P31323. PKA-R2B holoenzyme dissociation, Cy5-IP20 fluorescence polarization; R2B truncated from residue 108, S112A mutant; 0% DMSO only, 100% 113 µM cGMP. activation, % at 11.4 µM. 340,000 tested, 0.079% active;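 active means activation above a cutoff set at the mean over all compounds plus 3 SD, cut at about 18% in these data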;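 further: higher means more holoenzyme dissociation and a rise in polarization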
Target sequence (P31323 whole entry, looked up, other chains not shown, the tested form may be a part): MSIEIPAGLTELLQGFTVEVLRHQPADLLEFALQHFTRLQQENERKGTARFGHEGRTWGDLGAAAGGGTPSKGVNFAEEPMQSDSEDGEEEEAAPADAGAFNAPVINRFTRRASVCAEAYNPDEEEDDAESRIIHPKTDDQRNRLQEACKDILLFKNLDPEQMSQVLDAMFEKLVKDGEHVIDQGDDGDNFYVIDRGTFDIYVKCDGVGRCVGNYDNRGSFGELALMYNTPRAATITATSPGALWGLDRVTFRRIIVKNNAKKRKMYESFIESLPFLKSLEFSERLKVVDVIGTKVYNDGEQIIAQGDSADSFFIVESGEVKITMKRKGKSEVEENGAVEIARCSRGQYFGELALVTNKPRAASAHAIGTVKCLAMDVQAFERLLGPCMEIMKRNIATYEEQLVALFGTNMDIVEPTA
RTF Ca sens inh: cardiac RTF calcium desensitization; P19429+P45379; IANBD-labeled cardiac RTF, Ca2+ fluorescence; inhibition, % at 7.15 µM; 340,000 tested, 0.12% active; AID 493244;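 active means inhibition above the mean inhibition of all tested compounds plus 3 SD, cut at about 17% in these data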;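 further: assay run at fixed EC70 calcium of 1.6 mM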
DAGLB inh: diacylglycerol lipase beta (human) inhibition. 340,000 tested, 0.059% active. inhibition, % at 5.17 µM. HEK293T DAGLB membrane lysate, EnzChek fluorogenic substrate; in the data active means inhibition above about 34%;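 further: 0% = enzyme with vehicle and 100% = wells lacking enzyme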
Keap1-Nrf2 PPI: Keap1-Nrf2 (human) interaction inhibition; Keap1 Kelch-Nrf2 peptide fluorescence polarization, 1536-well; inhibition, % at 9.4 µM; 340,000 tested, 0.15% active; in the data active means inhibition above about 12%;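 further: human Keap1 Kelch domain with fluorescein labeled Nrf2 9mer peptide probe; 0% = neutral control wells and 100% = peptide positive control; higher means more block of Keap1 binding to Nrf2 peptide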
Target sequence (Q14145 whole entry, looked up, the tested form may be a part): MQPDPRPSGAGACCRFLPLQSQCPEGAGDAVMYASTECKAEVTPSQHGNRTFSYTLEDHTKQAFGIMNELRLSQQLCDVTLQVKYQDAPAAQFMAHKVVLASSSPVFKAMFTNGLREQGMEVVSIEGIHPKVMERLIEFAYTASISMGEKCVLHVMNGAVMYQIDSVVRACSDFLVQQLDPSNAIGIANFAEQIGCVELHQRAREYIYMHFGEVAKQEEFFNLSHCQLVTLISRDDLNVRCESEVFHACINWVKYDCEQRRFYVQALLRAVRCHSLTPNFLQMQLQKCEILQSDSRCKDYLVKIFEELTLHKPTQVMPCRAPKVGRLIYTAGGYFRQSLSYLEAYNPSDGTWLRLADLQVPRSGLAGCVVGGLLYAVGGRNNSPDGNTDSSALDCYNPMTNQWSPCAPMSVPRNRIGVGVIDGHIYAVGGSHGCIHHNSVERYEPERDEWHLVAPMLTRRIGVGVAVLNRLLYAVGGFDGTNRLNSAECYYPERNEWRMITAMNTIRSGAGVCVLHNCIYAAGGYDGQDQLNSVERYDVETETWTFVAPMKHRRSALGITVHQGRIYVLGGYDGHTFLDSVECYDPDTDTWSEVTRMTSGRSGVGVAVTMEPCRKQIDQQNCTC
PvdQ acylase: blocks Pseudomonas aeruginosa PvdQ acylase activity; purified PvdQ acylase, fluorescence plate reader; inhibition, % at 10 µM; 340,000 tested, 0.063% active; AID 488965; in the data active means inhibition above about 30%, passing the limit was not always enough;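 further: 0% = vehicle neutral wells and 100% = reference inhibitor wells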
SR-BI HDL uptake: inhibitors of mouse SR-BI mediated HDL lipid uptake. inhibition, % at 12.5 µM. ldlA[mSR-BI] CHO cells, DiI-HDL uptake fluorescence, 3 h. 320,000 tested, 0.96% active. Q61009;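 active means mean replicate inhibition of at least 70% and a set share of replicates each scoring 70 or more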;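 further: 0% = median of neutral control wells and 100% = median of positive control wells; values of inactives mirror those of a sister screen read the other way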
Arrestin-AP2 inh: inhibitors of human beta-arrestin and AP2 interaction. FITC-arrestin peptide / GST-AP2 beads, flow cytometry; AP2 beta2 appendage carries R879A mutation. inhibition, % at 10 µM. 340,000 tested, 0.31% active;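 active means inhibition above a set limit, near 3 SD of compounds lacking own fluorescence, cut at about 54% in these data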;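 further: plate controls were DMSO wells for no effect and 5 µM unlabelled arrestin peptide for full effect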
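System: GST-AP2 R879A glutathione beads | Also added: FITC-arrestin peptide, 50 nM | Times: 12 min plus 1 h, RT | Signal: Bead flow cytometry, FITC channel | Buffer or medium: PBS with 0.05% Tween 20 and 0.1% BSA | Read-out basis: Percent drop in bead-associated FITC signal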
C-LANA FP: inhibitors of KSHV LANA C-terminal domain DNA binding | MBP-C-LANA/FAM-LBS DNA binding, fluorescence polarization | inhibition, % at 9 µM | 340,000 tested, 0.078% active;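 active means highest replicate inhibition at or above 60% at 9 µM, even if other replicates fall short; inactive means all replicates below 60% inhibition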;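 further: 0% = neutral control wells and 100% = 4 µM acridine orange control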
An asterisk follows results filed as active; · = no result given.

SMILES	SR-BI DiI-HDL act	NSD2 HMT inh	PKA-R2B act	RTF Ca sens inh	DAGLB inh	Keap1-Nrf2 PPI	PvdQ acylase	SR-BI HDL uptake	Arrestin-AP2 inh	C-LANA FP
COc1ccccc1/C=C/C(=O)OC(C)CN1CCOCC1 (configuration not stated)	8	0	-12	-3	-1	0	-9	-8	-6	0.6
COC(=O)C1C(=O)c2c([nH]c(C(=O)OC3CCCCC3)c2C)CC1C (configuration not stated)	5	·	-3	0	-7	-5	-8	-5	-9	1.1
Cc1nn(CC2CC2)c(=O)n1-c1ccc(Cl)cc1	16	-1	-4	7	0	-2	4	-16	21	0.3
Cc1ccc(NCc2nc3ccccc3n2C)c(C)c1	7	3	1	-11	-5	2	-1	-7	3	-1.2
C/C(=N\NC(=S)NCc1ccccc1)c1ccc2ccccc2c1OC(F)F	-6	2	0	-9	-8	-4	-11	6	-3	-0.4
CCN1CCN(S(=O)(=O)c2ccc(Cl)c(C(=O)N(C)CC(=O)Nc3c(C)cccc3C)c2)CC1	10	·	-3	-8	-2	-7	-11	-10	0	1.2
CCN(CC(=O)Nc1ccc2c(c1)OCCO2)C(=O)c1ccc(C)c(S(=O)(=O)N2CCOCC2)c1	7	0	-8	-2	1	-2	-8	-7	10	-0.1
CCOC(=O)N1CCN(C(=O)Nc2ccccc2Cl)CC1	·	1	-7	-2	2	-2	-13	·	3	-1.0
O=C(CSc1nncn1-c1ccccc1)Nc1cc(Cl)cc(Cl)c1	13	-1	1	-6	1	-3	-3	-13	1	0.7
Cc1cccc(N2CCN(C(=O)C3CCCCC3)CC2)c1C	-27	-3	-2	-3	-5	-1	-3	27	0	-0.2
Cc1c(Br)c([N+](=O)[O-])nn1C(C)C(=O)NCC1CCCO1 (configuration not stated)	·	-5	-1	-23	1	-2	-11	·	8	-0.8
O=C(CCSc1nnc2scc(-c3ccccc3)n12)NCc1ccc2c(c1)OCO2	6	-1	-8	-1	-1	5	0	-6	28	0.0
CCOC(=O)C1(CCOc2ccccc2)CCN(Cc2ccc(C)o2)CC1	-9	-2	-1	-4	-1	-8	-13	9	-7	0.1
COc1cccc(CNC(=O)CSc2nc(=O)n(Cc3ccncc3)c3c2CCC3)c1	-5	-2	1	-19	3	1	-6	5	7	1.6
FC(F)(F)c1ccc(CN2C[C@@H]3C(c4ccc(C(F)(F)F)cc4)C4(c5cccnc5)CC3(C4)[C@H]2c2ccccc2)cc1 (some centres not stated)	24	·	6	-2	-4	0	-5	-24	9	-0.4
COc1ccc(Oc2ccc(C(F)(F)F)cc2NC(=O)CC(CC(=O)O)c2ccccc2)cc1 (configuration not stated)	9	2	-9	0	2	0	-15	-9	-11	0.3
COc1cc(C2c3c(oc4ccccc4c3=O)C(=O)N2CCN2CCOCC2)cc(OC)c1OC (configuration not stated)	44	3	8	0	2	-7	-8	-44	-5	-0.7
CC(=O)c1ccc(N2CCN(c3ccc(S(=O)(=O)NCCN(C)C)cc3[N+](=O)[O-])CC2)cc1	·	5	-8	-4	0	4	-14	·	-27	-0.8
O=[n+]1cc(-c2ccccc2)n([O-])c2c1CCCCC2	23	0	-3	2	-1	-2	0	-23	-7	-1.1
COP(=O)(OC)C(Nc1ccc(C)cc1)c1ccc(Br)cc1 (configuration not stated)	2	1	7	4	0	-4	-8	-2	-4	-0.4
Cc1ccc(N2C(=O)C(Cc3ccc(O)cc3)NC2=S)cc1C (configuration not stated)	35	-1	-2	-1	-2	1	-1	-35	20	0.5
COc1cccc(CN(C)C(=O)c2cc(S(=O)(=O)N3CCN(c4ccccc4)CC3)ccc2Cl)c1	3	12	8	3	-2	0	-17	-3	2	1.4
COc1ccccc1OCC(=O)NNC(=O)c1c(-c2ccccc2Cl)noc1C	-5	0	7	-1	0	6	-2	5	5	-0.2
CCCc1cc(=O)oc2cc(OCC(=O)Nc3ccc4c(c3)OCCO4)ccc12	12	-2	-7	-3	0	2	-8	-12	-2	-0.7
COc1ccc(NC(=O)CN(C)C(=O)c2cccc(NS(=O)(=O)c3ccc(Br)cc3)c2)cc1	-16	2	3	0	0	-3	-15	16	0	1.5
O=C1COc2ccc(C(=O)COC(=O)c3ccco3)cc2N1	·	2	-8	-1	0	-4	-7	·	9	0.8
CS(=O)(=O)N(CC(=O)N1CCCCCC1)Cc1ccc(Cl)cc1	-38	-1	4	-2	-1	-2	-3	38	2	-2.1
CCOC(=O)Cn1c(-c2cccnc2)nc(-c2ccccc2)c1-c1ccccc1	-31	9	1	-11	1	-4	-8	31	-7	-0.9
C[C@H]1CN([C@@H](C)CO)C(=O)c2cccc(NC(=O)C3CC3)c2O[C@H]1CN(C)Cc1ccncc1	34	·	-8	-11	-1	1	-3	-34	-8	2.8
Cc1ccc(NC(=O)CSc2nc3ccccc3c(=O)n2CCCC(=O)NCCCN2CCOCC2)cc1	1	4	-5	-2	-2	-2	5	-1	27	-1.1
COC(=O)[C@@H]1OC(=O)[C@H]2O[C@@]23[C@@]1(C)CC[C@@H]1[C@@]2(C)C=CC(=O)OC(C)(C)[C@@H]2CC(=O)[C@]13C	15	·	-6	-7	0	4	-4	-15	4	1.8
O=C(NN=C1c2ccccc2-c2ccccc21)c1ccccc1	-39	1	2	11	-5	2	3	39	34	-1.1
COc1ccccc1-c1coc2cc(OCC(=O)OCc3ccccc3)ccc2c1=O	37	-2	-12	0	-2	4	-3	-37	-2	14
O=C(Nc1ccc2c(c1)CCC2)c1cccs1	-6	2	-8	-13	-1	1	-7	6	8	3.7
CC(=O)Nc1cc(C)ns1	4	2	5	-6	3	-10	-12	-4	7	0.1
CC1CC(Nc2ccccc2)c2ccccc2N1C(=O)c1ccncc1 (configuration not stated)	9	-1	-1	-2	-3	-4	-16	-9	4	0.9
CN(CC(=O)NCC1COc2ccccc2O1)S(=O)(=O)c1ccc(Cl)cc1 (configuration not stated)	-4	-2	-10	3	-1	3	-6	4	5	0.6
O=C(CC(c1ccc(F)cc1)c1ccco1)Nc1nccs1 (configuration not stated)	5	11	6	3	-1	-1	-6	-5	-1	-1.9
COC(=O)c1ccc(CNC(=O)CSc2nc3ccccc3[nH]2)cc1	·	4	8	-7	1	-6	-9	·	9	-0.7
Cc1ccc(C(=O)NNC(=O)C2CCN(c3ncccn3)CC2)cc1	0	2	-6	-19	-2	-1	6	0	0	1.7
CC1CCCCC12NC(=O)N(CC(=O)NCc1ccccc1Cl)C2=O (configuration not stated)	-7	-5	-3	5	1	-4	-5	7	-2	-1.9
Cc1cccc(CNC(=O)c2ccccc2NC(=O)C2=CSCCO2)c1	-60	-1	-6	-1	-2	-6	-11	60	4	-1.0
CC(C)c1ccc(NC(=S)NNC(=O)c2cccnc2)cc1	14	-1	-4	5	-1	3	-7	-14	-16	0.2
O=C(CC1CCCC1)Nc1cc(S(=O)(=O)N2CCOCC2)ccc1O	26	-2	-1	1	2	-1	-19	-26	-40	1.3
COc1ccc(Cl)cc1NC(=O)CS(=O)(=O)c1cccc2nsnc12	-34	-3	-4	-9	1	-3	-8	34	4	0.3
O=C(c1cccc([N+](=O)[O-])c1)N1CCCC(C(=O)N2CCN(c3ccccc3)CC2)C1 (configuration not stated)	4	0	-1	-9	3	0	-19	-4	-6	-1.5
O=C(c1ccc(Br)cc1)N(C1=NCCCCS1)c1ccccc1	7	1	7	-6	-2	1	-17	-7	-1	0.9
C[C@@]12C(=O)Nc3cc(Cl)ccc3C(=O)N1[C@H]1c3cc(Br)ccc3OC[C@@H]1[C@@H]2c1ccccc1	15	·	6	3	-8	-6	-4	-15	-2	-0.4
O=C(NNc1ccc([N+](=O)[O-])cc1)c1ccccc1F	-7	3	-7	-5	0	-7	-10	7	2	-1.1
COc1cc(-c2cc(C(=O)N3CCN(c4ccccn4)CC3)c3ccccc3n2)cc(OC)c1OC	-32	0	-12	-5	3	-1	-8	32	3	0.0

Single records, from the list above:
`CC1CCCCC12NC(=O)N(CC(=O)NCc1ccccc1Cl)C2=O` (configuration not stated) is listed with SR-BI DiI-HDL act = -7; NSD2 HMT inh = -5; PKA-R2B act = -3; RTF Ca sens inh = 5; DAGLB inh = 1; Keap1-Nrf2 PPI = -4; PvdQ acylase = -5; SR-BI HDL uptake = 7; Arrestin-AP2 inh = -2; C-LANA FP = -1.9
`O=C(c1cccc([N+](=O)[O-])c1)N1CCCC(C(=O)N2CCN(c3ccccc3)CC2)C1` (configuration not stated) is listed with SR-BI DiI-HDL act = 4; NSD2 HMT inh = 0; PKA-R2B act = -1; RTF Ca sens inh = -9; DAGLB inh = 3; Keap1-Nrf2 PPI = 0; PvdQ acylase = -19; SR-BI HDL uptake = -4; Arrestin-AP2 inh = -6; C-LANA FP = -1.5

Going on with the list:
SMILES	SR-BI DiI-HDL act	NSD2 HMT inh	PKA-R2B act	RTF Ca sens inh	DAGLB inh	Keap1-Nrf2 PPI	PvdQ acylase	SR-BI HDL uptake	Arrestin-AP2 inh	C-LANA FP
CCc1nc(Nc2ccc(N3CCN(C(C)=O)CC3)cc2)c2oc3ccccc3c2n1	-75	8	11	-2	2	0	-3	75*	2	0.0
O=C(O)/C=C/C(=O)N1CCN(Cc2ccc3c(c2)OCO3)CC1	34	21	1	-10	-2	1	-6	-34	-20	3.3
Cc1ccc2cc(C(c3nnnn3C3CCCC3)N(Cc3cccnc3)Cc3ccco3)c(=O)[nH]c2c1 (configuration not stated)	-5	·	-14	-6	-4	-5	-2	5	11	-2.2
CCc1ccccc1NC(=O)C1CCCN1C(=O)Nc1ccc(C)cc1 (configuration not stated)	18	5	4	0	1	2	-4	-18	21	-0.8
CCN1CCN(CC(=O)N/N=C/c2ccc(F)cc2F)CC1	26	33	-6	-2	3	2	-4	-26	-19	-0.6
CCCCn1c(SCC(=O)N2CCCc3ccccc32)nc2c1c(=O)n(C)c(=O)n2C	-16	0	-8	-3	-1	-2	5	16	33	1.7
CN(C)CCN1CCc2ccccc21	-7	34	13	-4	2	-2	-6	7	27	-2.3
Cc1ccc(C(=O)N2CCc3ccccc3C2)cc1S(=O)(=O)N1CCOCC1	-12	2	9	4	1	1	-11	12	7	1.4
CN(C(=O)c1ccc(NC(=O)Cc2ccc(NC(=O)C3CCCN(C(=O)C4CCC4)C3)cc2)cc1)C1CCCC1 (configuration not stated)	-6	·	-2	-2	0	-8	-22	6	3	0.0
COc1ccc2[nH]c3ccc(OC)cc3c2c1	-26	-1	8	-8	2	-3	-12	26	13	-1.0
COC(=O)C(CCSC)NC(=O)c1cccc([N+](=O)[O-])c1 (configuration not stated)	0	2	-6	-3	1	4	-1	0	4	-1.8
O=C(O)CSCCOc1ccc(OCCSCC(=O)O)cc1	-5	-1	-6	-7	2	1	0	5	1	-1.2
COc1cc(/C=N/NC(=O)Cn2nc([N+](=O)[O-])cc2C)cc(Br)c1OCc1ccccc1	·	-2	1	6	-1	-1	-13	·	-4	0.5

Screening data deposited in PubChem by several laboratories.

Compounds as they come; any-hit rate near 2.1%.
